L3MBTL1 block – inhibitors of human L3MBTL1. Q9Y468. AlphaScreen L3MBTL1–H3K9me1 peptide binding. Potency, µM (highest dose often 57.1 µM), without a hit: at the top dose activity, negative = inhibition, actives largely listed as inhibitors. hit rate 0.66% among 230,000; note: potency is the fitted concentration of half-maximal effect; % is set by controls: 0 for no effect and ±100 for the full control effect; nearly all actives have a fitted effect of over 60% in size
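First, the protein-peptide complex forms for 30 min at room temperature (L3MBTL1 50 nM, biotinylated H3K9me1 peptide 75 nM). Next, compounds are pin-transferred and incubated 30 min. Finally, AlphaScreen beads are added and read after 30 min.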
IMPase Li cell – cell-permeable IMPase inhibitors with lithium potentiation | Potency, µM (doses to about 59.4 µM), for the others: top-dose activity, negative = IMPase inhibition, actives largely listed as inhibitors | CHO-M1 cells, IP1 TR-FRET (IP-One), carbachol + lithium | hit rate 0.35% among 210,000;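 note: IP1 builds up when IMPase is blocked and the TR-FRET signal falls; potency is the fitted concentration of half-maximal effect; plate controls were basal vehicle for no effect and high inhibitor control for full effect; nearly all actives have a fitted effect of over 50% in size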
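Steps: plate 2000 CHO-M1 cells per well and culture 16–30 h; add compound and lithium; incubate 30 min, 37C; add d2-IP1 tracer and Eu cryptate anti-IP1 antibody in lysis buffer; read after 10 min at room temperature.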
CBFb RUNX1 block – blocks binding between human CBF-beta and RUNX1; AID 1477; Potency, µM (highest dose often 59.8 µM), for inactives: at the top dose activity, negative = inhibition, most hits filed as inhibitors; Q01196+Q13951; 230,000 tested, under 10 active; AlphaScreen CBFb-His/RUNX1-biotin binding, biochemical; note: % of control where 0% means no effect
Target sequence (Q01196 whole entry, looked up): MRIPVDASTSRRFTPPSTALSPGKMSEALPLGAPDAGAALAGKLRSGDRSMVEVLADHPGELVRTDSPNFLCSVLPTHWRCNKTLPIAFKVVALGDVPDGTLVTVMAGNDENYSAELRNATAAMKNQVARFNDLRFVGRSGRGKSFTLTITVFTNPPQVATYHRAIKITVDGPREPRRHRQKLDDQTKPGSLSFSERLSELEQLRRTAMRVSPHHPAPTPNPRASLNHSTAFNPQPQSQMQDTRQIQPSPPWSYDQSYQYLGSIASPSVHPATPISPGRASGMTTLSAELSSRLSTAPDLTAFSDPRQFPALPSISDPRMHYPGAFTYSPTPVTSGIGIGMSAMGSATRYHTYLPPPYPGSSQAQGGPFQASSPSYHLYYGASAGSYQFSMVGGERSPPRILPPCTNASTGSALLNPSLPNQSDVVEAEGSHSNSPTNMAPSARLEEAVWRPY
Target sequence (Q13951 whole entry, looked up): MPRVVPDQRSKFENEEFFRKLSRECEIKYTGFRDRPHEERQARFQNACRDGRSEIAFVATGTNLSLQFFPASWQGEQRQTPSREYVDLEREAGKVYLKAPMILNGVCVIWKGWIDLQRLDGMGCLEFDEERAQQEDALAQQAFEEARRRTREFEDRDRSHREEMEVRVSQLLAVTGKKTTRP
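His-tagged CBF-beta and biotinylated RUNX1 (30 nM each) were premixed 20 min at room temperature, exposed to compound for 15 min, then given nickel-chelate and streptavidin AlphaScreen beads (50 ng each). After 90 min, AlphaScreen signal was read.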
Epigenetic reg – derepresses silenced GFP reporter in murine cells; murine LDR cells, GFP reporter derepression, 30 h; Potency, µM (series often up to 53.9 µM), inactives show top-dose GFP activation, hits mostly activators; hit rate 0.2% among 280,000; note: potency is the fitted concentration of half-maximal effect; % of control where 0% means no effect; nearly all actives have a fitted effect of over 60% in size
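Derepression of a silenced CMV-GFP reporter in murine LDR cells is scored by enumerating GFP-positive cells with a laser-scanning microplate cytometer after 30 hours of treatment at 37 C.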
HttQ103 aggreg – reduces HttQ103-GFP aggregates in PC12 cells; Potency, µM (highest dose often 46.1 µM), without a hit: at the top dose activity change, negative = inhibition, hits mostly inhibitors; PC12 HttQ103-GFP aggregates, Acumen cytometry, 40 h; hit rate 1.1% among 220,000; note: potency is the fitted concentration of half-maximal effect; % is set by controls: 0 for no effect and ±100 for the full control effect; nearly all actives have a fitted effect of over 60% in size
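Quantitative HTS on tebufenozide-induced (100 nM) PC12 cells stably expressing polyQ103 Huntingtin exon 1–GFP. Reduction of bright GFP aggregates, detected by laser scanning cytometry after lysis, identified actives across the titration.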
Luc counter – blocks Kinase-Glo luciferase, a counter-screen artifact | Q27757 | Kinase-Glo luciferase, ATP luminescence, 8 min | Potency, µM (titrated, usually from 38.3 µM), for inactives: top-dose activity change, negative = inhibition, usual class: inhibitors | hit rate 0.28% among 200,000 | AID 1379; note: potency is the fitted concentration of half-maximal effect; % is set by controls: 0 for no effect and ±100 for the full control effect; nearly all actives have a fitted effect of over 60% in size
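Substrate mix (final 50 mM imidazole pH 7.2, 50 mM KCl, 7 mM MgCl2, 10 uM ATP, 0.01% Tween 20, 0.05% BSA) plus pin-tool compound, then Kinase-Glo detection mix; 8 min ambient, luminescence read.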
NPSR antagonist – neuropeptide S receptor (human) antagonism, cAMP | Q6W5P4 | CHO-NPSR cells, cAMP TR-FRET, antagonist mode | Potency, µM (series often up to 38.3 µM), inactives show top-dose activity change, negative = inhibition, most hits filed as inhibitors | hit rate 1% among 220,000 | AID 1461; note: potency is the fitted concentration of half-maximal effect; % is set by controls: 0 for no effect and ±100 for the full control effect; nearly all actives have a fitted effect of over 50% in size; many of its hits are not listed in these tables
Target sequence (Q6W5P4 whole entry, looked up): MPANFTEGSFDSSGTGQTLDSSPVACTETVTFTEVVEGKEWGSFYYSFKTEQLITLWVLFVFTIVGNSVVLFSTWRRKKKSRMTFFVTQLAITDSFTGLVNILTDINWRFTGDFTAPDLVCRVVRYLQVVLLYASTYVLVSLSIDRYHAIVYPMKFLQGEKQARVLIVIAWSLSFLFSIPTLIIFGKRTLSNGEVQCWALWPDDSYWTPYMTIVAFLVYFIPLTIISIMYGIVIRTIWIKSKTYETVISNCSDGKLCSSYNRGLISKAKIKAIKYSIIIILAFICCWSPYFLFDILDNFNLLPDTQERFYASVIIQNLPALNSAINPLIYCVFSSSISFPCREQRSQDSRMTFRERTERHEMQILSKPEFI
* hit, by the source's call; u = inconclusive; x = not tested or not shown; & = joins results of further samples; [ ] = remark or other dose. Calls come from the whole dose curve; as a rule, active = well fitted curve in the direction sought with a large enough effect; inconclusive = small, poorly fitted or top-dose-only effect, or another doubt; inactive = no such curve, though single readings can be large; an effect the other way counts as inactive or inconclusive. An excerpt (hit frequency here may not be typical).

mol | L3MBTL1 block | IMPase Li cell | CBFb RUNX1 block | Epigenetic reg | HttQ103 aggreg | Luc counter | NPSR antagonist
COc1cccc(C(=O)C2CCCN(Cc3c(C)n(C)n(-c4ccccc4)c3=O)C2)c1 (stereo unspecified) | x | x | -8% | 2.1% | 2%[9.22 µM] | x | 11%
CCC(C)c1ccc(NC(=O)COc2c(F)c(F)c(C(F)(F)F)c(F)c2F)cc1 (stereo unspecified) | 17% | 9% | 11% | 0.0% | 9% | 2% | 11%
Cc1nc(NC(=S)NC(=O)COc2ccc(Cl)cc2)ccc1Br | 3% | 1% | 5% | 1.0% | 14% | 0% | 13%
CCOc1cc(C)nc(Oc2ccc(=O)[nH]n2)n1 | -7% | 11%[38.3 µM] | 13% | -1.9% | -9% | -1% | -5%[46.1 µM]
COc1cc(C(=O)Oc2c(CN3CCOCC3)cc(Cl)c3cccnc23)cc(OC)c1OC | x | 14%[38.3 µM] | x | u | u | 2% | -26%[46.1 µM]
Cc1cc2nc(C)n(CCCNC(=O)Nc3ccc(F)cc3)c2cc1C | x | 28%[38.3 µM] | -2% | -1.0% | -9% | 1% | -11%[46.1 µM]
CC(=C/c1ccc(C(C)C)cc1)/C=N/NC(=O)Cn1nnnc1N | -3% | x | 0% | -0.2% | 21%[9.22 µM] | x | 5%
CCOc1cc(NC(=O)c2cccs2)c(OCC)cc1NC(=O)CCC(=O)NCCN1CCOCC1 | 1% | 5% | -5% | 5.8% | -10%[9.22 µM] | -3% | -7%
[O-]/C(=C(\C(=S)Nc1cccc2ccccc12)[n+]1ccccc1)c1ccc2c(c1)OCCO2 | x | -6%[38.3 µM] | -1% | -2.8% | -11%[9.22 µM] | 2% | -15%[46.1 µM]
CC1C(c2ccccc2)N(C)C(c2ccccc2)CC1(O)c1ccccc1 (stereo unspecified) | x | 49%[activator][38.3 µM] | 4% | -6.8% | u | -1% | u
CCOC(=O)CN1C(=O)C2(OCCCO2)c2ccccc21 | 2% | -5%[38.3 µM] | 8% | -1.1% | -13% | 4% | 0%[46.1 µM]
Cc1ccc(C(=O)NC(=S)Nc2ccc(-c3ccc(CO)o3)cc2)cc1 | x | -1% | -3% | 14% | 10% | 0% | 31%
COC(=O)c1cccc(NC(=S)NCc2ccco2)c1 | -9% | -1% | 3% | -0.7% | 7% | 0% | -6%
O=C(N=C1c2ccccc2CN1c1ccc(F)c(Cl)c1)c1cccnc1Cl | 9% | 2% | 9% | 4.5% | 7% | -13% | 10%
COC(=O)C1=C(C(=O)OC)[C@@H]2Nc3ccccc3[C@@]23C[C@@H](C(=O)OC)N(C(=O)c2cccs2)C3=N1 | x | 2% | -2%[13.1 µM] | x | x | -6%[7.66 µM] | x
CCOC(=O)c1cc2c(=O)n3ccccc3nc2n(Cc2ccco2)c1=NC(=O)c1ccc(OC)cc1OC | -27% | 10% | -1% | 0.2% | -6% | -2% | -17%
CCCCC1=CC2=C(c3ccco3)C(=O)C(C)(OC(=O)c3ccc(OC)cc3)C(=O)C2=CN1c1ccccc1 (stereo unspecified) | x | -18% | u | -1.1% | 8%[9.22 µM] | 1%[7.66 µM] | -8%
CCCCCCCC/C=C\CCCCCCCC(=O)NCCO | 10% | 10%&1%&27%&8% | 1% | -0.2%&2.1%&-1.1%&-0.3% | x | -4%&-1%&-1% | -6%[46.1 µM]
Brc1ccc(-c2nnc(-c3cccc(Br)c3)o2)cc1 | -9% | -13%[38.3 µM] | -6% | -1.1% | 19% | -4% | -16%[46.1 µM]
Cc1ccc(-n2c(-c3cccnc3)n[nH]c2=S)c(C)c1 | x | 23%[38.3 µM] | 3% | -1.2% | 22% | -5% | -8%[46.1 µM]
CCN(CC)S(=O)(=O)c1ccc(N/N=C/c2ccc(O)cc2)nc1 | 3% | 2% | 0% | -4.9% | u | 2% | -20%
COc1ccc(OCC(=O)Nc2cccc(NC(=O)COc3ccc(OC)cc3)n2)cc1 | -3% | -26%[38.3 µM] | 7% | -0.2% | 8% | -13% | -1%[46.1 µM]
CN(C)N1C(N)=C(C#N)C(c2cccnc2)C2=C1CC(C)(C)CC2=O (stereo unspecified) | 0% | -15%[38.3 µM] | 3% | 0.0% | 1% | 1% | -7%[46.1 µM]
CCOc1cccc(NCc2cc3c(C(C)(C)C)nn(-c4ccccc4)c3[nH]c2=O)c1 | x | -5%[38.3 µM] | -1% | 3.3% | u | -5% | u
O=C(N1CCOCC1)N(Cc1ccccc1)c1ccccn1 | 8% | 11%[38.3 µM] | 1% | -0.7% | 2% | -1% | 11%[46.1 µM]
O=C(/C=C/c1ccco1)Nc1ccc(Oc2ccc(Cl)cc2)cc1 | -3% | -4%[38.3 µM] | -4% | 5.7% | -32% | -2% | -3%[46.1 µM]
COc1cccc(Nc2nc(-c3sc(NC(=O)c4ccco4)nc3C)cs2)c1 | -4% | 13%[38.3 µM] | -2% | 1.1% | u | -12% | -13%[46.1 µM]
Cc1cc(C)c2c(c1)-c1cc(C)nn1C(c1ccc3c(c1)OCO3)N2 (stereo unspecified) | u | x | 2% | 3.1% | 2% | x | -15%[46.1 µM]
COc1cc(OC)c(NC(=O)CS(=O)(=O)Cc2nc(-c3ccc(C)cc3)oc2C)cc1Cl | x | 1%[38.3 µM] | -1% | -3.5% | 4% | 5% | -30%[46.1 µM]
CCCc1c(O)nc(SCCN(CCC)CCC)[nH]c1=O | -1% | 5%[38.3 µM] | 8% | 3.4% | 14% | -2% | u
CC1CCN(S(=O)(=O)c2ccc(C(=O)Nc3sccc3C(N)=O)cc2)CC1 | -3% | 39%[activator][38.3 µM] | 4% | -3.6% | u | -1% | 6.3µM*
O=c1[nH]c2cccnc2n1-c1cccc([N+](=O)[O-])c1 | x | x | 8% | 6.0% | -19%[9.22 µM] | x | 4%
O=C(CO/N=C/c1c(Cl)cccc1Cl)NNC(=O)c1ccc(Cl)cc1 | x | x | 3% | -1.8% | -18%[9.22 µM] | x | 6%
CCCCc1nc2c(c3c1C[C@H](C)OC3)CN(S(=O)(=O)c1ccc(Cl)c3nonc13)CC2 | x | 5% | 1%[13.1 µM] | x | x | -7%[7.66 µM] | x
Cc1ccc(-n2c(=S)[nH]c3nc4c(cc3c2=O)COC(C)(C)C4)cc1 | 4% | 2% | 6% | -1.6% | 13% | 0% | u
COc1ccccc1N1CCN(/N=C/c2cc(OC)c(OC)c(OC)c2)CC1 | u | -4% | -3% | -2.1% | 16% | 9% | 15%
O=C(NCSC1=NCCS1)c1ccccc1 | -9% | 21%[38.3 µM] | -2% | 4.3% | 15% | 3% | -1%[46.1 µM]
Cc1oc(C(N)=O)cc1COc1ccc(C(N)=O)cc1 | 10% | x | 4% | 0.1% | 10%[9.22 µM] | x | 11%
CCCC1CCc2c(sc(N)c2C(N)=O)C1 (stereo unspecified) | x | -8%[38.3 µM] | 3% | -4.4% | -14% | -6% | -8%[46.1 µM]
Cc1cccc(N2CCN(C(=O)c3csc4ccccc34)CC2C)c1 (stereo unspecified) | -3% | 9% | -13% | 3.2% | -7% | 2% | -42%
Cc1ccc(-c2nc(C(Cl)Cl)c3ccccc3n2)cc1 | x | x | 5% | -3.1% | 0.89µM* | x | u
CSc1nc2ccc(Cl)cc2[nH]1 | 22%[11.4 µM] | 11% | -1% | -3.2% | -5% | 0% | 11%
CC(C)(C)c1ccc(NC(=S)NCc2cccnc2)cc1 | 7% | x | u | -1.1% | 2%[9.22 µM] | x | -22%
CSc1cccc(NC(=S)N2CCCN(Cc3cccc(Cl)c3)C2)c1 | x | 9% | -23% | 2.2% | -20% | 4% | -16%
CCOC(=O)C1CCCN(S(=O)(=O)c2ccc(OC)c3ccccc23)C1 (stereo unspecified) | 13% | 32%[activator][38.3 µM] | u | -1.0% | u | 2% | -19%[46.1 µM]
C=CCNCCCOc1ccc(Cl)cc1C(C)(C)C | 6% | 10% | 1% | -4.2% | -6%[9.22 µM] | 1% | u
Cc1nc(N)c(C#N)c(-c2ccccc2)c1C | -8% | x | 0% | -7.2% | u | x | 3%[46.1 µM]
C=C(C)CSc1nnc2n(C)c(=O)c3c4c(sc3n12)CCC4 | x | 31%[38.3 µM] | 2% | -0.1% | u | 0% | -14%[46.1 µM]
O=C(CSc1nc2c(cnn2-c2ccc(F)cc2)c(=O)[nH]1)Nc1nccs1 | 8% | -6% | 1%[2.36 µM] | -2.3% | -13% | 5% | 11%
C=CCn1c(SCC(=O)CC(=O)OCC)nc2cc(C(=O)N3CCC(C(N)=O)CC3)ccc2c1=O | x | 5% | -7% | -0.3% | -23% | 2% | 32%

(cont.)
mol | L3MBTL1 block | IMPase Li cell | CBFb RUNX1 block | Epigenetic reg | HttQ103 aggreg | Luc counter | NPSR antagonist
O=C(CNC(=O)c1ccco1)N/N=C/c1c[nH]c2ccccc12 | 1% | 2% | 6% | 2.3% | -6% | 8% | 4%
CC(C)(Cl)C1Cc2cc3ccc(=O)oc3cc2O1 (stereo unspecified) | 13% | 2%[38.3 µM] | 0% | -3.3% | 5% | -1% | -7%[46.1 µM]
COC(=O)C1=C(CSc2nncn2C)NC(=O)NC1c1cc(C)ccc1C (stereo unspecified) | 7% | -1% | 5% | -3.4% | 5% | 4% | -5%[46.1 µM]
CC(=O)c1c(C)[nH]c(C(=O)OCc2ccccc2F)c1C | 32%[activator] | 14% | -14% | 0.0% | -31% | -1% | 5%
CCOC(=O)CNC(=O)CSc1nnc(NC(=O)c2ccc(C)cc2)s1 | x | -1% | 2% | -6.2% | -4% | -7% | 5%
COC(=O)c1ccc(C(=O)OC)c(NC(=O)CN(C)Cc2cccc(Cl)c2Cl)c1 | 18% | 7% | 22% | 1.0% | 30% | 3% | 19%
O=C(Nc1nnc(C2CC2)o1)c1ccc(S(=O)(=O)N2CCc3ccccc3C2)cc1 | 23% | -6% | -25% | 1.9% | u | 4% | 2%
Cc1ccc(C(=O)CSc2nc(N)cc(=O)[nH]2)cc1 | 6% | 8%[38.3 µM] | -28% | 2.5% | -5% | 1% | 9%[46.1 µM]
CC(Sc1nc(N)cc(=O)[nH]1)C(=O)NC1CCCCC1 (stereo unspecified) | x | 19%[38.3 µM] | 3% | 0.0% | 2% | 1% | -7%[46.1 µM]
COc1ccc(C(=O)N/N=C(\C)CC(=O)Nc2cccc(C(F)(F)F)c2)cc1 | x | x | 14% | 0.0% | 7%[9.22 µM] | x | -3%
Cc1ccc(NC(=O)C(=O)NCc2ccncc2)cc1 | u | -1% | -18% | -2.7% | 5% | -2% | 15%
N#Cc1c(-c2cccs2)nc(SCc2ccc(Cl)cc2)[nH]c1=O | u | u | -4% | 0.1% | -21%[9.22 µM] | -2% | u

High-throughput results: PubChem BioAssay, National Center for Advancing Translational Sciences (NCATS)
